# High-throughput results: PubChem, several laboratories
# Bcl-xL primary = blocks human Bcl-xL binding to Bim BH3 peptide; 320,000 tested, 0.7% active; Q07817; AID 2129; inhibition, % at 10.9 µM; GST-Bcl-xL / FITC-Bim BH3 peptide fluorescence polarization;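 active = inhibition above the mean of all tested compounds plus 3 SD, cutoff set per campaign, cut at about 30% in these data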;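 note: 0% = DMSO wells and 100% = unlabeled Bim-BH3 peptide competitor; inhibitors lower millipolarization by displacing the labeled peptide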
# Target sequence (Q07817 whole entry, looked up): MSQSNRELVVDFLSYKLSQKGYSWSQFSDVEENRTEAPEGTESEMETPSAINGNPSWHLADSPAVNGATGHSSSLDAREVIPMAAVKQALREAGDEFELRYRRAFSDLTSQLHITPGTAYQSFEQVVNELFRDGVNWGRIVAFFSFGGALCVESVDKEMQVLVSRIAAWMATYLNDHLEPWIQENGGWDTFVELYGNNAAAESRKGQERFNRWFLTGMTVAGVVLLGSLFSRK
# MEX-5 binding = C. elegans MEX-5 TCR-2 RNA binding activity. Q9XUB2. MEX-5/FITC-TCR2 RNA binding, fluorescence polarization; active compounds read low. activity score (negative = inhibition of binding), % at 10 µM. 300,000 tested, 0.38% active. AID 1832;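 active = inhibition past about -25% in most replicates, and total fluorescence under double the plate's negative control median, limit read from the data; inconclusive = replicates evenly split on the limit, or fluorescence at least double controls; inactive = too little inhibition in most replicates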;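 note: 0% = DMSO and -100% = 5 µM competing unlabeled TCR2 RNA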
# Fam108B counter = Fam108B inhibition, counter-screen for RBBP9 inhibitors; recombinant Fam108B, FP-Rh probe fluorescence polarization; inhibition, % at 9.51 µM; 300,000 tested, 0.33% active; AID 1947;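 active = inhibition above the screen mean inhibition plus 3 SD, computed separately per campaign, cut at about 18% in these data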;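 note: inhibitors lower polarization as less probe binds the enzyme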
# MCL1 BIM primary = disrupts human MCL1 binding to BIM-BH3 peptide. Q07820. GST-MCL1 / FITC-Bim-BH3 fluorescence polarization. inhibition, % at 10.9 µM. 320,000 tested, 0.68% active;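 active = inhibition above the mean inhibition of all tested compounds plus 3 SD, set per campaign, cut at about 40% in these data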;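 note: 0% = DMSO wells and 100% = unlabeled Bim-BH3 peptide control; higher means more loss of mP so more displacement of Bim peptide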
# Target sequence (Q07820 whole entry, looked up): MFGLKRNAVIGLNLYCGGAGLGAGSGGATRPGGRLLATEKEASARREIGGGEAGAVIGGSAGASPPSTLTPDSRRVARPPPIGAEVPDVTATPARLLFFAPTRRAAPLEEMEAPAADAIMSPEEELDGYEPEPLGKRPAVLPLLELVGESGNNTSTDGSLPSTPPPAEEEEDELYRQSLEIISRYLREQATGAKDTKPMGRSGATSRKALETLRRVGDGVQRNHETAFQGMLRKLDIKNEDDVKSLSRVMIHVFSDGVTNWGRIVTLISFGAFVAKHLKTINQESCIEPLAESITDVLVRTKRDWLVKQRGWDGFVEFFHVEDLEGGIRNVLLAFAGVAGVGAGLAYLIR
# AHR act = activators of human aryl hydrocarbon receptor; 320,000 tested, 2.5% active; AHR-responsive luciferase reporter cells, luminescence; activation, % at 5 µM; in the data active = activation above about 47%;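 note: 0% = vehicle wells and 100% = reference agonist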
# PME-1 inh = PME-1 (human) inhibition; Q9Y570; recombinant PME-1, FP-Rh probe fluorescence polarization; inhibition, % at 5.9 µM; 320,000 tested, 0.53% active; AID 2130;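 active = inhibition above the campaign mean of all compounds plus 3 SD, cut at about 26% in these data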;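 note: competitive labeling of PME-1 active site by serine hydrolase directed probe; 0% = PME-1 with DMSO and 100% = wells lacking PME-1 enzyme; inhibitors block probe labeling so polarization falls and inhibition rises; many of its hits are not listed in these tables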
# Target sequence (Q9Y570 whole entry, looked up): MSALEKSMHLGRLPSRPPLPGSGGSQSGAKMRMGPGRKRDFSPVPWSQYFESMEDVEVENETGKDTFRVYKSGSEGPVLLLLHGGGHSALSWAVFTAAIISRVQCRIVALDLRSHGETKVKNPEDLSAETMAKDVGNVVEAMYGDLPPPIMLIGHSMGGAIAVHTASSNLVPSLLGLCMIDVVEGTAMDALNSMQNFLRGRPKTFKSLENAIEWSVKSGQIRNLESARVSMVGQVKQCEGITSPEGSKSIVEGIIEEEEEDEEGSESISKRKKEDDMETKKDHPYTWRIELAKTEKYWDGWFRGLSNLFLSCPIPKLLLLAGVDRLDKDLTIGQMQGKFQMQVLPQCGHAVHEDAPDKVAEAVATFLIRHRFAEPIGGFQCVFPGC
# GLD-1 RNA inh = GLD-1-TGE RNA interaction inhibition (C. elegans). Q17339. purified GLD-1 + fluorescein TGE RNA, fluorescence polarization. inhibition, % at 5.96 µM. 320,000 tested, 0.44% active. AID 2280;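 active = percent inhibition above a per-plate cutoff, the plate mean of test compounds plus 3 SD, cut at about 30% in these data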;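 note: 0% = DMSO wells with GLD-1 and probe and 100% = wells lacking GLD-1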
# PAFAH1B2 FP inh = inhibitors of human PAFAH1B2; 340,000 tested, 1.2% active; inhibition, % at 3.39 µM; recombinant PAFAH1B2, FP-rhodamine activity probe, fluorescence polarization; P68402;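 active = inhibition above the mean of all tested compounds plus 3 SD, cut at about 24% in these data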;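 note: 0% = enzyme with DMSO and 100% = wells lacking PAFAH1B2; many of its hits are not listed in these tables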
# pPAFAH FP inh = pPAFAH (human) enzyme inhibition | Q13093 | recombinant pPAFAH, FP-rhodamine probe fluorescence polarization | inhibition, % at 3.39 µM | 330,000 tested, 1.5% active | AID 463082;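 active = inhibition above the mean inhibition across the screen plus 3 SD, cut at about 25% in these data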;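 note: inhibitors block binding of the rhodamine activity-based probe so polarization drops; 0% = enzyme with DMSO and 100% = wells lacking pPAFAH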
# * marks the source's active call; other numbers are inactive results; ? = inconclusive; / = no result given; & = joins results of further samples.
SMILES,Bcl-xL primary,MEX-5 binding,Fam108B counter,MCL1 BIM primary,AHR act,PME-1 inh,GLD-1 RNA inh,PAFAH1B2 FP inh,pPAFAH FP inh
COC(=O)COc1ccc2oc(=O)cc(C)c2c1,1.2,0.5,-3.3,-3.6,1.4,2.9,1.5,2.4,4.4
O=C(/C=C/c1ccccc1[N+](=O)[O-])c1ccccc1Br,12.5,-3.2,-1.6,1.3,12.4,2.4,-5.4,8.3,4.4
CCOc1ccc(-n2cc(C(=O)NC(C)C)c3cc(OC)c(OC)cc3c2=O)cc1,5.3,0.9,0.9,-5.0,-1.7,-3.5,-0.9,6.2,2.9
Cc1c(C(=O)N2CCCCC2)sc(NC(=O)C2CC2)c1C#N,0.6,2.6,-0.8,2.5,0.8,3.4,4.0,-0.6,-2.0
Cn1c(SCC(=O)N2CCOCC2)nnc1-c1cnccn1,-1.6,-2.4,-1.5,1.5,2.7,0.1,5.8,2.8,0.7
O=C(COC(=O)C1CCC1)Nc1ncc(Cl)cc1Cl,11.1,-3.7,3.4,13.5,0.1,4.8,11.7,6.5,10.9
Fc1ccc(C(c2nnnn2CCc2ccccc2)N2CCCc3ccccc32)cc1 (stereo not given),4.4,-1.1,5.7,3.7,6.0,-0.9,0.5,3.6,-0.2
CNS(=O)(=O)c1cc(NC(=O)c2cccc3cccnc23)ccc1C,6.0,-3.7,0.5,4.8,38.6,-2.7,1.3,3.1,7.5
CCn1c(COc2ccccc2C)nnc1SCC(=O)NC1CCCC1,-6.5,-2.2,1.7,5.7,1.0,5.7,2.5,-0.3,-2.0
COc1ccccc1N1C(=O)CC(Nc2ccc(N3CCOCC3)cc2)C1=O (stereo not given),11.8,-6.5,-1.8,13.9,10.9,0.8,-5.6,10.1,7.8
Clc1ccc(-c2noc(CN3CCOCC3)n2)cc1,6.8,-1.4,1.3,8.4,0.3,1.3,-0.7,/,2.8
Cc1ccc(S(=O)(=O)N2CCC[C@H]2C(=O)OCC(=O)N2CCc3ccccc32)cc1,/,/,/,/,9.4,/,7.9,-4.0,6.1
O=C(NN1CCOCC1)c1sc2cccc(F)c2c1Cl,2.3,3.0,1.0,-1.4,-3.8,4.3,-1.5,0.6,2.4
COc1ccc2c(-c3ccccc3)cc(SCC(=O)NC3CCS(=O)(=O)C3)nc2c1 (stereo not given),2.9,0.6,3.0,0.5,5.4,1.4,7.1,-1.5,23.1
COc1ccc(C2N(S(=O)(=O)c3ccc(C)cc3)CCN2S(=O)(=O)c2ccc(C)cc2)cc1,3.6,-0.9,-2.9,2.9,-0.6,1.1,2.5,-2.2,-3.7
CCOC(=O)c1cccc(N2CC3CNC(=O)C2(C(=O)OC)N3C)c1 (stereo not given),/,/,/,/,0.1,/,6.3,-1.4,1.4
Cc1ccc(-n2c(N)c(C(=O)N3CCOCC3)sc2=S)c(C)c1,1.2,2.0,4.6,7.4,2.1,0.9,-7.0,6.1,7.3
O=C(c1cccc(F)c1)N1CCC(N2CCOCC2)CC1,5.4,-4.9,-1.5,-0.2,2.4,-2.4,-2.5,-1.4,0.8
CC(C)CN(C(=O)C1COc2ccccc2O1)c1c(N)n(CC(C)C)c(=O)[nH]c1=O (stereo not given),-0.9,/,/,3.6,-0.7,1.1,8.2,2.9,-1.4
CCc1ccc(C(=O)/C=C/Nc2ccc(S(=O)(=O)Nc3cnc4ccccc4n3)cc2)cc1,0.6,-12.3,-0.9,-5.2,-1.9,3.5,-0.3,-2.6&3.4,-0.8
COc1ccc(N)c2c1OCCC2=O,2.6,-1.3,-0.7,10.8,15.6,1.2,-0.2,-0.2,5.8
O=C1CN(S(=O)(=O)c2ccccc2C(F)(F)F)CCN1,1.9,1.9,0.0,0.1,1.5,0.0,-1.5,4.7,-0.9
Cc1cccc(C(C)C)c1NC(=O)CSc1ncnc2[nH]ncc12,/,/,/,/,0.9,/,0.6,12.2,-7.0
CCOC(=O)c1ccc(NC(=O)CSc2nnc(CNC(=O)c3c(F)cccc3Cl)o2)cc1,4.1,1.6,-2.4,7.1,2.3,-2.4,12.3,-2.4,-12.0
COc1ccccc1N1CCN(S(=O)(=O)c2ccc(Br)s2)CC1,6.9,0.9,-3.2,12.8,-1.1,1.4,-0.8,6.7,16.5
COc1ccc(Cl)cc1NC(=O)CCN1CCN(Cc2ccccc2)CC1,6.4,0.7,1.8,2.6,-0.6,-2.0,13.1,0.2,11.0
O=C(CNS(=O)(=O)c1ccccc1)Nc1ccccc1Br,2.0,-0.1,3.0,8.6,-2.4,1.3,4.8,5.1,2.0
CC(=O)Nc1ccc(NC(=O)[C@H](C)NC(=O)c2ccco2)cc1,1.3,3.3,0.1,-1.3,0.3,2.2,4.1,1.8,4.7
O=C(Nc1ccc(C(=O)N2CCC(N3CCOCC3)CC2)cc1)c1ccc(Br)o1,0.6,/,2.5,3.5,1.6,1.7,2.1,-1.8,-6.2
Cc1cc(C)c(C)c(/C=C(/C#N)C(N)=S)c1C,5.1,0.2,-1.3,8.1,1.2,4.4,-1.2,5.7,1.8
N#CCCn1c(SCC(=O)NCC2CCCO2)nc2ccccc21 (stereo not given),-2.6,0.8,-3.3,-10.8,1.5,-3.4,-12.9,1.3,-0.2
Cc1ccc(-n2cc3ccc([N+](=O)[O-])cc3n2)cc1,8.4,1.8,-6.4,5.4,5.1,-2.0,-1.3,3.7,5.0
COc1ccc(NS(=O)(=O)Cc2ccccc2)cc1OC,6.1,-2.2,-1.1,5.5,2.9,-2.8,9.8,9.8,2.9
Cc1cc(=O)oc(C)c1C(=O)N1CCCCC1,1.6,-0.3,-1.1,1.9,2.2,2.0,-0.5,0.3,-1.7
C/C(=C\c1ccccc1)CN1CCN(Cc2ccc(C)o2)C(CCO)C1 (stereo not given),3.9,1.3,3.9,7.0,2.8,4.9,3.6,2.8,-5.1
COc1cccc(C(=O)NC2CC3CCC(C2)N3Cc2ccccc2)c1 (stereo not given),-1.0,0.9,2.5,-3.1,0.5,-0.1,8.1,3.3,-3.3
COc1cc(CN2CCN(Cc3ccc(C)cc3)C(CCO)C2)ccc1O (stereo not given),5.4,-1.3,-1.1,3.7,-0.4,-3.2,8.9,4.9,5.0
CCCCCc1nnc(NC(=O)C(=O)OCC)s1,3.2,0.4,1.4,-4.4,-2.2,-3.8,4.0,4.0,3.8
COc1cc(OC)c([N+](=O)[O-])cc1/C=N/NC(=O)c1ccncc1,5.4,-6.4,1.9,13.8,6.1,0.6,-0.1,1.6,1.6
O=C(NCc1ccccn1)c1nc(-c2cccs2)no1,5.7,0.9,7.2,1.8,8.5,0.1,-15.5,0.7,3.3
Cc1nc2ccccn2c1C(=O)c1ccccc1,3.7,0.5,2.6,-1.4,-2.0,2.2,2.6,6.5,3.2
CC(C)(C)OC(=O)N/N=C\c1ccc([N+](=O)[O-])s1,5.7,-2.6,3.2,2.8,9.1,0.4,3.0,0.9,7.3
Cc1ccc(C(=O)O/N=C/c2c(C(F)(F)F)nn(C)c2Sc2ccc(Cl)cc2)cc1,5.0,0.3,-4.3,2.6,-0.9,-4.3,-1.3,4.6,3.6
Cc1c(Cl)cccc1NC(=O)C1CCCCC1,3.7,0.1,0.1,-4.1,-1.3,-2.3,0.1,/,1.0
Cc1cccn2c(=O)nc(SCC(=O)NCc3ccccc3Cl)nc12,2.9,1.8,-0.3,9.9,-2.9,3.8,-2.0,-0.6,4.6
CCN(Cc1nc2ccccc2c(=O)[nH]1)C(=O)c1ccc(C)c(NC(=O)c2ccco2)c1,-3.0,/,/,-7.3,7.5,4.2,-0.2,5.2,-4.4
O=C(COC(=O)c1cccc2ccccc12)NCCCc1ccccc1,3.7,-1.3,2.7,10.0,1.4,7.0,5.6,1.7,3.6
C=CC[C@@H](CC(=O)OC(C)(C)C)C(=O)OC[C@H]1CCCN1C(=O)[C@@H](CC=C)CC(=O)NCCO,/,/,/,/,-1.3,/,3.4,6.2,2.6

# Overlap with the part before: two entries; new compounds follow.
SMILES,Bcl-xL primary,MEX-5 binding,Fam108B counter,MCL1 BIM primary,AHR act,PME-1 inh,GLD-1 RNA inh,PAFAH1B2 FP inh,pPAFAH FP inh
O=C(COC(=O)c1cccc2ccccc12)NCCCc1ccccc1,3.7,-1.3,2.7,10.0,1.4,7.0,5.6,1.7,3.6
C=CC[C@@H](CC(=O)OC(C)(C)C)C(=O)OC[C@H]1CCCN1C(=O)[C@@H](CC=C)CC(=O)NCCO,/,/,/,/,-1.3,/,3.4,6.2,2.6
COc1ccc(C(F)(F)F)cc1NC(=O)c1nc2nc(C)cc(C(F)F)n2n1,-4.5,-0.2,-2.5,-6.3,16.3,-6.0,-3.0,2.2,1.2
CCOC(=O)c1ccc(-c2n[nH]c(=O)c3ccccc23)cc1,5.8,0.5,4.2,3.5,0.0,-3.4,3.0,1.8,3.3
COc1ccc(/C=N/NC(=O)C2COc3ccccc3O2)cc1OC (stereo not given),-2.2,0.5,1.4,3.6,2.6,7.1,1.0,0.3,0.8
Cc1c(C(=O)N2CCN(c3ccccn3)CC2)oc2ccccc12,5.5,2.4,-0.1,7.2,14.7,4.6,-2.1,4.4,-0.2
COc1ccc(C(C(=O)NCc2ccc(F)cc2)N(C(=O)c2csnn2)C2CC2)cc1 (stereo not given),4.2,-1.5,-2.2,6.4,1.1,1.8,1.7,0.1,4.6
NC(=O)c1ccsc1NC(=O)COC(=O)C1CC2CCCC(C1)C2=O (stereo not given),0.4,-2.9,3.0,4.4,-0.5,2.9,8.2,-2.0,0.6
CCC(CCCO)CCC[C@H](C)CCC1OCCO1 (stereo not given in full),2.0,/,/,2.7,-3.0,3.6,-2.5,-2.0,-2.5
COc1ccc(CCNC(=O)c2nn(C)c3c2CS(=O)(=O)c2ccccc2-3)cc1OC,5.8,?,4.6,3.5,3.0,0.1,5.7,0.9,5.2
COC(=O)CSc1ccc2nnc(-c3ccc(F)cc3)n2n1,5.4,2.1,2.7,7.6,0.5,-0.3,-9.0,-1.9,3.0
COc1ccc(CCN(C)C(=O)/C=C/c2c(Cl)nc3ccccn23)cc1OC,-12.4,-1.9,-3.0,-10.1,4.8,-6.0,8.8,9.0,-4.5
Cc1ccc(C2=CC(c3ccc(C)cc3)n3ncnc3N2)cc1 (stereo not given),18.8,-1.5,-1.9,19.6,7.8,-7.2,27.2,1.4,5.7
Cc1ccc(F)cc1NC(=O)CSc1nc(Nc2ccccc2)nc(N2CCOCC2)n1,-2.1,0.7,-8.2,-5.9,1.9,0.8,7.4,-8.6,6.3
CCc1cc2c3c(c(=O)oc2cc1OC)CCCC3,2.2,0.6,3.9,0.0,15.6,1.5,10.4,4.8,6.5
NC(=O)C1CCN(C(=O)CN2CCN(c3cccc(C(F)(F)F)c3)CC2)CC1,6.9,-4.0,4.4,8.0,3.8,-3.1,-9.9,0.7,5.6
C/C(=N\NC(=O)c1ccc(O)cc1)c1ccc(N2CCOCC2)cc1,2.4,0.6,0.3,6.6,2.6,-0.8,6.2,-0.2,5.2
Cc1sc(N/N=C/C=C/c2ccccc2)nc1-c1ccccc1,-4.1,0.8,-1.3,-5.3,73.3*,-1.0,7.7,10.4,2.3
CCOC(=O)c1c(C)[nH]c(C(=O)COC(=O)c2oc3ccccc3c2C)c1C,0.7,-2.2,-4.7,5.3,3.1,-4.1,1.2,1.8,2.0

# A portion of the library. The share of hits here may be higher or lower than overall.
